Mtb FBA inh: inhibitors of M. tuberculosis fructose-bisphosphate aldolase; AID 588726; inhibition, % at 1 µM; purified M. tuberculosis FBA, fluorescence read-out; actives 2.3% (n = 360,000); in the data active = inhibition above about 27%;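 note: 0% = vehicle and 100% = reference inhibitor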
Target sequence (P9WQA3 whole entry, looked up): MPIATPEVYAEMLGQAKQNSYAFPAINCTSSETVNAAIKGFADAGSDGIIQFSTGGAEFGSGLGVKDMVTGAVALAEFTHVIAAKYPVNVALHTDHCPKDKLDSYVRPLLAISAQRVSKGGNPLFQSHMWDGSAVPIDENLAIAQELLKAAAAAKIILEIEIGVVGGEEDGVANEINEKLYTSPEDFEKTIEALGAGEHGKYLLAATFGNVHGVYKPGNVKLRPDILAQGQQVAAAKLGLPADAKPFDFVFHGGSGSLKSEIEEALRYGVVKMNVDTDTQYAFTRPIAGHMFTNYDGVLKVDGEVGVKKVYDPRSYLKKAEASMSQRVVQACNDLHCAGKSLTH
MazEF act: MazEF (E. coli) toxin RNase activation; actives 0.32% (n = 350,000); activation, % at 20 µM; AID 504720; P0AE70; FAM/BHQ RNA-DNA oligo cleavage fluorescence, 5 h; in the data active = activation above about 50%
Target sequence (P0AE70 whole entry, looked up): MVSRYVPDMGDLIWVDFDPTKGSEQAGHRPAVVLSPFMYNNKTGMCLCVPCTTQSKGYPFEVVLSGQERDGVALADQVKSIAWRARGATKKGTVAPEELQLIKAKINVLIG
Rv3671c protease: inhibits the M. tuberculosis serine protease Rv3671c. inhibition, % at 5.96 µM. actives 0.048% (n = 320,000). P9WHR9; in the data active = inhibition above about 38%;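 note: extracellular domain of Rv3671c used as enzyme; 0% = enzyme with DMSO and 100% = no enzyme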
Target sequence (P9WHR9 whole entry, looked up, the tested form may be a part): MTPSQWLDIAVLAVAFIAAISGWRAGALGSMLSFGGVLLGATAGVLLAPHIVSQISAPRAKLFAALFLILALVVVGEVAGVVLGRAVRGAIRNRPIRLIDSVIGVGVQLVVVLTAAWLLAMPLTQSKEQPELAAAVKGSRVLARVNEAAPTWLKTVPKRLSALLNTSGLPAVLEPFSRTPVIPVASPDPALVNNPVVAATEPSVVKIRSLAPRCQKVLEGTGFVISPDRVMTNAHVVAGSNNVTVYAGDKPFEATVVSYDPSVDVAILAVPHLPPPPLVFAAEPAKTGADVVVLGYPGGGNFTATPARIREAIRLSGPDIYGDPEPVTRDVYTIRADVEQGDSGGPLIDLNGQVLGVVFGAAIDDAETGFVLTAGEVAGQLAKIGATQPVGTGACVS
FadD28 binding: M. tuberculosis FadD28 bisubstrate binding inhibition. FadD28 bisubstrate probe binding, fluorescence polarization. inhibition, % at 12.5 µM. actives 0.22% (n = 360,000); in the data active = inhibition above about 8.5%, passing the limit was not always enough; inconclusive = no clear call, values can overlap the other calls
DUSP3 inh: DUSP3 (human) phosphatase inhibition; P51452; recombinant VHR phosphatase, pNPP absorbance; inhibition, % at 13.3 µM; actives 0.52% (n = 290,000); AID 1654; in the data active = inhibition above about 50%; note: some compounds called inactive have numbers as strong as hits
Target sequence (P51452 whole entry, looked up): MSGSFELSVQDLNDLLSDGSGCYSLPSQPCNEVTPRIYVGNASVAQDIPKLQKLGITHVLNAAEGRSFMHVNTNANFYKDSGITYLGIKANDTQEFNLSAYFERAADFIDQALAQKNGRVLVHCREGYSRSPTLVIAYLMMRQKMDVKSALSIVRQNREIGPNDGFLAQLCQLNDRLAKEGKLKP
GDH-TPI counter: inhibits GDH-TPI coupling enzymes, artifact for Mtb FBA screen; GDH-TPI coupled enzyme counterscreen, NADH absorbance; inhibition, % at 4.8 µM; actives 1.2% (n = 360,000);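 note: 0% = DMSO wells and 100% = wells lacking the enzyme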
BioA inh: blocks M. tuberculosis BioA enzyme activity; purified M. tuberculosis BioA enzyme, plate reader; inhibition, % at 9.99 µM; actives 0.096% (n = 360,000); in the data active = inhibition above about 40%; inconclusive = no clear call, values can overlap the other calls
CCHF vOTU inh: blocks the CCHF virus ovarian tumor domain protease | actives 0.55% (n = 370,000) | CCHFV vOTU protease, Pep-AMC fluorescence | inhibition, % at 11.5 µM; note: 0% = vehicle wells with enzyme and 100% = no enzyme wells
Mtb UGM inh: inhibitors of M. tuberculosis UDP-galactopyranose mutase | P9WIQ1 | AID 504406 | actives 0.06% (n = 320,000) | inhibition, % at 10 µM | purified UGM, fluorescence polarization probe displacement; in the data active = inhibition above about 10%, passing the limit was not always enough; inconclusive = no clear call, values can overlap the other calls
BoNT F protease: inhibitors of Botulinum neurotoxin F light chain protease. Multiplex microsphere protease cleavage assay, flow cytometry. inhibition, % at 10 µM. actives 0.22% (n = 360,000). AID 588497; in the data active = inhibition above about 35%, passing the limit was not always enough; inconclusive = no clear call, values can overlap the other calls; note: plate controls were buffer without enzyme for full effect and enzyme alone for no effect
Starred values were filed as active, the others as inactive; u = inconclusive; x = no result given. Cut-off read from the data, not from the text of the source, unless noted: active = inhibition above about 30%; inactive = the rest.

SMILES	Mtb FBA inh	MazEF act	Rv3671c protease	FadD28 binding	DUSP3 inh	GDH-TPI counter	BioA inh	CCHF vOTU inh	Mtb UGM inh	BoNT F protease
COc1ccc(CCNC(=O)CSc2nc3ccccc3c3nc(CCN4CCCCC4)nn23)cc1OC	2	10	1	-0.6	27	-1	x	1	0.5	-5
Cc1ccc(S(=O)(=O)N2CCC(C(=O)NNC(=O)c3cccnc3)CC2)cc1	7	-9	12	-3.1	39	6	x	0	-0.8	-1
Cc1ccc(S(=O)(=O)N2CCN(CC(=O)N/N=C\c3ccc(Cl)c([N+](=O)[O-])c3)CC2)cc1	2	2	-5	-4.6	3	8	0.3	0	1.4	-6
Cc1nc2ccc(S(=O)(=O)NCC(=O)N3CCN(c4ccccn4)CC3)cc2s1	-4	-5	-4	-2.6	11	3	x	22	-0.2	-2
CC(=O)c1sc(N)c(C(=O)OC(C)C)c1C	3	2	-4	-2.2	-4	18	39	20	0.4	1
CC(C)OCCCNC(=O)Cc1ccc(Br)cc1	0	4	1	-0.7	20	5	x	-2	3.2	-6
O=C(CSc1nc(=O)n2cc(Cl)ccc2n1)NCCc1ccccc1	1	-11	-4	0.0	x	17	1.6	-6	-0.3	0
COc1cc(OC)c(OC)cc1/C=C1\CC(C)C/C(=C\c2cc(OC)c(OC)cc2OC)C1=O (configuration not stated)	-5	-45	3	2.0	-8	4	-0.5	6	0.3	3
O=C(CS(=O)(=O)Cc1ccccc1)Nc1ccc(Cl)cn1	-1	-5	-15	-1.0	16	3	-1.5	14	-0.7	-7
Clc1cc(/C=N\NC2=NCCN2)cc(Cl)n1	-2	0	6	-1.1	x	28	-0.7	12	2.0	-11
CCc1ccc(C(=O)Nc2cc(C)ccc2F)s1	-1	-2	4	-3.4	5	-2	-0.7	-8	2.0	-3
Cc1oc(-c2cccc(Cl)c2)nc1CN1CCCC(C(=O)NCc2ccco2)C1 (configuration not stated)	-1	0	1	-1.7	21	2	0.7	-4	2.4	2
CCOc1ccc(CNc2nnnn2C)cc1	4	8	1	1.6	27	-14	0.4	-12	0.8	-25
C[C@H]1CN([C@@H](C)CO)S(=O)(=O)c2ccc(C#Cc3ccccn3)cc2O[C@@H]1CN(C)C(=O)C1CC1	-2	4	x	-1.0	x	0	2.6	-2	x	-4
CC(=O)NCC(=O)Nc1ccc(Br)cc1C(=O)c1ccccc1	0	0	-4	-2.2	1	2	x	-3	2.8	-14
Cc1ccc2nc3n(c(=O)c2c1)-c1cc2ccccc2cc1C(=O)NC3CC(C)C (configuration not stated)	-2	-9	x	-3.8	x	-3	0.0	-2	x	-7
Cc1c(N(C)C)nc2ccccc2c1N	12	7	14	-2.0	-5	16	-2.9	6	0.7	2
CN(CC(=O)Nc1cccc(F)c1)CC(=O)Nc1ccc(Cl)cc1[N+](=O)[O-]	-8	7	-9	-3.8	-5	9	x	13	-4.9	-9
COc1ccc(C(OCC(O)CN(C)C2CCCCC2)c2ccc(OC)cc2)cc1 (configuration not stated)	0	6	11	x	13	4	0.1	10	-1.4	-1
Clc1ccccc1Cc1noc(CN2CCCCC2c2ccccn2)n1 (configuration not stated)	1	0	-5	-1.0	30	1	x	1	1.6	-4
COc1cccc(N2CCN(c3ccc4nnc(CCC(=O)Nc5ccc(OC)c(OC)c5)n4n3)CC2)c1	1	8	8	-3.5	5	-5	0.6	-10	-1.5	-2
Clc1ccc(-c2nnc(CSc3nnc(-c4cccs4)o3)o2)cc1	1	2	7	-0.4	19	7	x	7	-1.4	2
O=C(NCC1CC1)c1ccc2c(c1)S(=O)(=O)c1cc(Cl)ccc1C2=O	2	5	0	0.3	x	3	-1.0	-5	-0.4	-3
COc1ccc(C(CNC(=O)CCc2ccsc2)N(C)C)cc1 (configuration not stated)	1	5	-9	0.1	8	2	0.1	-3	0.9	-4
O=C(c1ccccc1)N1CCN(CCc2ccccn2)CC1	1	-26	2	-2.3	2	-5	2.1	9	-1.2	-10

Record cards (already shown). Order of screens: Mtb FBA inh | MazEF act | Rv3671c protease | FadD28 binding | DUSP3 inh | GDH-TPI counter | BioA inh | CCHF vOTU inh | Mtb UGM inh | BoNT F protease
`O=C(NCC1CC1)c1ccc2c(c1)S(=O)(=O)c1cc(Cl)ccc1C2=O` in the list: 2 | 5 | 0 | 0.3 | x | 3 | -1.0 | -5 | -0.4 | -3
`Cc1nc2ccc(S(=O)(=O)NCC(=O)N3CCN(c4ccccn4)CC3)cc2s1` in the list: -4 | -5 | -4 | -2.6 | 11 | 3 | x | 22 | -0.2 | -2
`CCOc1ccc(CNc2nnnn2C)cc1` in the list: 4 | 8 | 1 | 1.6 | 27 | -14 | 0.4 | -12 | 0.8 | -25
`CCc1ccc(C(=O)Nc2cc(C)ccc2F)s1` in the list: -1 | -2 | 4 | -3.4 | 5 | -2 | -0.7 | -8 | 2.0 | -3

Going on with the list.
SMILES	Mtb FBA inh	MazEF act	Rv3671c protease	FadD28 binding	DUSP3 inh	GDH-TPI counter	BioA inh	CCHF vOTU inh	Mtb UGM inh	BoNT F protease
O=C(c1ccc(Cl)cc1)c1cnc2ccccn12	-1	0	-2	0.2	22	29	-0.3	7	0.0	4
CC(SC1=NCCS1)C(=O)Nc1nnc(-c2ccc(Cl)cc2)s1 (configuration not stated)	-2	-1	4	-2.4	15	14	-1.4	0	0.6	-1
Cc1ccc(S(=O)(=O)N2CCC(C(=O)NCC3CCCO3)CC2)cc1 (configuration not stated)	1	11	1	1.7	9	15	x	-10	-0.3	5
CCOC(=O)C1=C(C)N(Cc2ccccc2)C(=O)NC1c1ccccc1OS(=O)(=O)c1ccccc1[N+](=O)[O-] (configuration not stated)	-1	-1	1	-0.8	x	14	0.6	-1	-1.0	-4
Cc1ccccc1NC(=O)N(C(C)C)C(C)C	-2	2	2	-3.2	28	-6	-1.1	10	0.0	-4
O=C(COC(=O)CNC(=O)c1ccccc1F)Nc1ccc(Cl)cn1	-3	-1	1	-2.6	x	-2	-1.0	9	1.3	-4
CCNC(=O)CN(C1CCCCC1)S(C)(=O)=O	1	1	-3	-1.6	-10	3	-0.5	-17	0.3	-5
CCc1nnc(NC(=O)CSc2nnc(CNC(=O)c3ccc(OC)c(OC)c3)o2)s1	6	-10	-1	-1.6	10	-2	x	-10	-0.8	-16
O=C(C1CC1)N1CCN=C1SCc1ccc(Cl)cc1	1	-17	3	-0.6	18	6	0.9	13	-1.8	4
Cc1ccc(C)c(CSc2ncccc2C(=O)O)c1	1	6	11	-2.4	43	2	x	7	3.7	-4
S=C(Nc1cc(Cl)cc(Cl)c1)N1CCN(c2ccccn2)CC1	3	0	x	-3.0	0	14	-5.0	7	-1.0	15
CC(C)c1ccc(NC(=O)c2cc(S(=O)(=O)N3CCCCC3)c[nH]2)cc1	-1	6	-3	-2.5	17	-4	1.2	16	2.1	-3
Cc1nn(C(C)C(=O)NCCC2=CCCCC2)c(=O)c2nn(-c3ccccc3)c(C)c12 (configuration not stated)	0	8	9	-3.9	48	-3	4.9	11	0.9	3
Cc1ccc(C(C(=O)NC2CCCCC2)N2CCC3(CC2)OCCO3)cc1 (configuration not stated)	1	-15	2	-0.5	7	-5	-2.7	1	-1.3	-6
O=C1NC(=O)C2(CCCc3ccc(N(CCCl)CCCl)cc32)N1 (configuration not stated)	-1	3	x	0.5	x	2	2.1	-1	x	0
O=C1CC2(CCCCC2)CC(=O)N1CCc1ccccc1	-5	0	x	-3.9	x	-2	-0.1	9	x	-2
O=C(O)c1ccc2oc(=O)c(S(=O)(=O)c3ccc(F)cc3)cc2c1	-3	1	2	-1.5	14	9	-0.4	3	5.3	17
NC(=O)COc1ccc(/C=N/NS(=O)(=O)c2ccccc2)cc1	0	10	3	-2.6	1	5	x	8	0.6	-7
Cc1ccccc1OCC(=O)Nc1nnc(-c2ccco2)s1	3	-9	11	-4.7	12	9	x	-7	1.1	-4
O=C(c1ccccc1)c1ccccc1NC(=O)C1CCCN1Cc1ccccc1 (configuration not stated)	1	6	3	-1.8	22	10	x	0	-0.6	-6
COc1ccccc1NC(=S)N1CCN(C(=O)c2ccco2)CC1	2	-4	-7	-2.8	7	-6	-3.2	1	-0.1	-7
CCOc1ccc(CN(C)C(=O)c2ccc(NS(=O)(=O)c3ccc4[nH]c(=O)[nH]c4c3)cc2)cc1	1	-4	0	-2.5	x	3	0.3	0	2.7	3
CC(=O)c1cc(CN2CCN(Cc3ccc(C)cc3)C(CCO)C2)cs1 (configuration not stated)	3	5	3	-4.6	13	-9	x	-9	-0.5	0
COC(=O)c1cccc(NC(=O)CSc2nnc(C)n2C)c1	-3	7	-4	-1.7	21	3	0.6	-7	0.3	2
O=C(Nc1ccc2oc(=O)ccc2c1)c1ccc2ccccc2c1	3	20	-33	-2.1	2	5	0.9	2	-1.3	5
The results go on:
SMILES	Mtb FBA inh	MazEF act	Rv3671c protease	FadD28 binding	DUSP3 inh	GDH-TPI counter	BioA inh	CCHF vOTU inh	Mtb UGM inh	BoNT F protease
Cc1cccc(NC(=S)N(CCN2CCOCC2)Cc2cc3cc4c(cc3[nH]c2=O)OCCO4)c1	13	6	0	-0.5	25	8	x	-17	1.1	4
CCOC(=O)C1=C(COC(=O)[C@@H]2CCCN2S(=O)(=O)c2ccc(C)cc2)NC(=O)NC1C (some centres not stated)	0	-4	-7	-0.8	16	4	-1.3	-2	0.0	-1
COC(=O)C1CCN(C(=O)c2ccc(Cl)c(S(=O)(=O)NCc3ccco3)c2)CC1	4	-14	0	1.5	x	5	-1.9	13	-2.8	3
COC(=O)CCn1[nH]c(=O)c2ccccc2c1=O	8	-4	-2	-1.8	-6	0	1.3	26	x	-23
CCOC(=O)C1CCCN(C(=O)c2cncc(Br)c2)C1 (configuration not stated)	-4	3	-4	-3.9	-4	-2	1.1	8	1.0	u
COc1cccc(-n2nnc3c(=O)n(CC(=O)Nc4ccccc4C)cnc32)c1	7	-16	1	-0.2	34	4	-3.4	6	-0.5	6
Cc1ccc(-c2onc3ccc(C4(C)OCCO4)cc23)cc1	4	7	-3	1.1	-19	26	3.8	10	0.8	-7
CCC(=O)NC(c1ccco1)c1cc(Cl)c2ccccc2c1O (configuration not stated)	30*	3	-3	-0.2	x	12	-0.9	-10	1.0	5
Brc1ccc(NCc2cccc3ccccc23)nc1	1	2	-5	-1.8	28	11	-1.9	2	0.4	u
O=C(c1ccccc1Cl)N1CCN(c2ncccn2)CC1	5	-3	1	-1.3	x	8	-1.7	-1	-2.9	-2
COc1cc(NC(=O)Nc2nc(C(N)Cc3ccc(C(F)(F)F)cc3)cs2)cc(OC)c1OC (configuration not stated)	-2	x	x	-7.2	x	4	-3.4	19	x	-22
CS(=O)(=O)N(Cc1ccccc1)c1ccc(C(=O)N2CCN(c3cccc(Cl)c3)CC2)cc1	-1	1	0	-1.4	-12	-4	x	x	0.8	-6
CCOC(=O)c1coc(CNC(=O)c2c(C)oc3c2CCCC3)c1	-3	-1	3	-2.5	32	13	0.1	6	0.4	-15
O=C(CSc1nc(-c2ccccc2)c(-c2ccccc2)[nH]1)NCc1ccco1	5	-13	1	0.3	16	7	x	-6	-0.5	-2
COc1ccc(S(=O)(=O)N2CCCCC2)cc1NC(=O)c1ccc(N2CCCC2=O)cc1	-2	11	-3	-3.4	x	5	3.9	2	0.6	-11
O=C(Nc1ccc(Nc2ccccc2)cc1)c1ccc(Cl)cc1Cl	5	-9	4	0.2	x	9	0.9	11	-0.3	3
CCCC(=O)N1CCCC(C(=O)c2cccc(OC(C)C)c2)C1 (configuration not stated)	2	5	2	-1.3	x	-5	0.4	-6	-1.3	u
Cc1ccc(S(=O)(=O)N2CCCCC2)cc1NC(=O)Cn1cnc2c1c(=O)n(C)c(=O)n2C	0	1	x	-5.1	x	-12	0.6	10	x	-2
C=C(C)C1Cc2cc3ccc(=O)oc3cc2O1 (configuration not stated)	185*	-3	5	1.6	-13	15	18	-133	1.3	-2
CCN1C(C#N)=C(C#N)N=C(C)CC1(C)C	0	8	7	-5.1	53*	5	x	-2	-2.1	-6
COc1ccc(CN2CCN(Cc3ccc4ccccc4c3)CC2)cc1OC	8	5	-4	0.3	x	9	-1.1	-7	-0.5	-18
COc1ccc(CCNC(=O)CNS(=O)(=O)c2ccc(Br)s2)cc1OC	-5	1	-7	-4.0	20	6	1.2	-1	-4.2	-9

Assay outcomes: PubChem, several laboratories
